# From PubChem
# EPAC1 agonist = qHTS for Agonist of cAMP-regulated guanine nucleotide exchange factor 3 (EPAC1): primary screen | Rap guanine nucleotide exchange factor 3 (Homo sapiens), O95398 | EPAC1 agonist qHTS, biochemical assay; response scale: 100% = response to 6.5 mM cAMP | Potency, µM (highest dose often 154 µM), without a hit: top-dose activation, actives largely listed as activators | 360,000 compounds, 0.073% hits | AID 720707, 2013; note: potency is the fitted concentration of half-maximal effect; nearly all actives have a fitted effect of over 60% in size
#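 Nucleotide exchange by EPAC1 (100 nM) on Rap1B–BODIPY-GDP (250 nM) in the presence of 50 uM GDP is tracked fluorescently at 480/540 nm over 30 min. Signals are normalized to a 6.5 mM cAMP control.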
# PI5P4Ka inh = qHTS for Inhibitors of phosphatidylinositol 5-phosphate 4-kinase (PI5P4K); max response, %; Phosphatidylinositol 5-phosphate 4-kinase type-2 alpha (Homo sapiens), P48426; PI5P4Kalpha enzyme, ADP-Glo luminescence, 60 min; stronger effect = lower value; 330,000 compounds, 1.2% hits; active = max response of -50% or lower; inconclusive = between -30% and -50%; inactive = -30% or higher; note: value at the top dose of about 77 µM; % is set by controls: 0 for no effect and ±100 for the full control effect
# Target sequence (P48426 whole entry, looked up): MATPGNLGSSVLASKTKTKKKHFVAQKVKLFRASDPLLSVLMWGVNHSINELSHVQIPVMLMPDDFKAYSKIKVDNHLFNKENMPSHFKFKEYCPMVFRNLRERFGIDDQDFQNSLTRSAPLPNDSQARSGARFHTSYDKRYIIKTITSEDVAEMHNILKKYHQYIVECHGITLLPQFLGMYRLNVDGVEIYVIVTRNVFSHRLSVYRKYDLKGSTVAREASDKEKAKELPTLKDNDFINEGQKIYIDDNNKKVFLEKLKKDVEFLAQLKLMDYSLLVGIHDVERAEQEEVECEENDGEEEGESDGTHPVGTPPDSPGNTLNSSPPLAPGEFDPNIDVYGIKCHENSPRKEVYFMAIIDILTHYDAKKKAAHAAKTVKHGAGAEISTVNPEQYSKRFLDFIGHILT
#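 Compounds were pin-transferred onto PI5P4Kalpha and substrate in HEPES pH 7.4 buffer with EGTA, CHAPS and 5% DMSO. ATP (5 microM final) started the reaction, which ran 60 minutes at room temperature before ADP-Glo detection.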
# GLP-1R agonist = qHTS of GLP-1 Receptor Agonists. HEK293 GLP-1R CRE-luciferase, luminescence, 4-6 h; cells express a hypersensitive GLP-1R form. Potency, µM (titrated, usually from 45.6 µM), for the others: at the highest dose activation, actives largely listed as activators. 380,000 compounds, 0.007% hits. AID 624172, 2012; note: potency is the fitted concentration of half-maximal effect; % of control where 0% means no effect
# GLP1R inv ag = qHTS of GLP-1 Receptor Inverse Agonists (Inhibition Mode); Glucagon-like peptide 1 receptor (Homo sapiens), P43220; HEK293 GLP-1R CRE-luciferase, luminescence, 24 h; GLP-1R form is constitutively active; Potency, µM (highest dose often 38.3 µM), without a hit: at the top dose activity change, negative = inhibition, actives largely listed as inhibitors; 410,000 compounds, 1.6% hits; AID 624417, 2012; note: potency is the fitted concentration of half-maximal effect; % is set by controls: 0 for no effect and ±100 for the full control effect; nearly all actives have a fitted effect of over 55% in size
#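 Luminescence readout: a drop in cAMP-driven luciferase signal flags inverse agonism at a constitutively active GLP-1R stably expressed in HEK293. Compound exposure lasted 24 hr at 37 deg C, 5% CO2.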
# EPAC1 antagonist = qHTS for Antagonist of cAMP-regulated guanine nucleotide exchange factor 3 (EPAC1): primary screen. Rap guanine nucleotide exchange factor 3 (Homo sapiens), O95398. EPAC1 GEF assay, Rap1b-BODIPY-GDP exchange fluorescence. Potency, µM (titrated, usually from 115 µM), without a hit: top-dose activity change, negative = inhibition, most hits filed as inhibitors. 360,000 compounds, 0.14% hits. AID 720709, 2013;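 note: potency is the fitted concentration of half-maximal effect; plate controls were vehicle for no effect and positive control for full effect; nearly all actives have a fitted effect of over 50% in size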
# HEK293 tox = qHTS of GLP-1 Receptor Inverse Agonists: Cytotox Screen. HEK293 cAMP-luciferase reporter cells, luminescence, 24 h. Potency, µM (titrated, usually from 38.3 µM), inactives show at the top dose activity change, negative = inhibition, most hits filed as inhibitors. 410,000 compounds, 0.13% hits;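 note: loss of luciferase light is scored as toxicity; potency is the fitted concentration of half-maximal effect; % is set by controls: 0 for no effect and ±100 for the full control effect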
#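 Compound-treated cells are incubated 24 hr at 37 deg C under 5% CO2 after a 12 hour attachment period, then luciferase detection reagent is added and luminescence is measured following 12 min at room temperature; lowered signal indicates toxicity.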
# IL-2 act = qHTS of IL-2 Activators. AID 652025, 2013. IL-2 activation reporter assay, cell-based qHTS; stimulated with anti-CD3/CD4/CD28 beads; in transgenic mouse T cells. activation, % (series mostly up to about 46 µM). 360,000 compounds, 0.065% hits; in the data active = activation above about 50%; inconclusive = mostly about 30% to 49%; note: 0% is about no effect
#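 EGFP and DsRed fluorescence is measured by plate cytometry in unstimulated transgenic mouse T cells exposed to compound for 60 minutes, then stimulated 18 hours at 37 degrees C with anti-CD3/anti-CD4 beads plus anti-CD28.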
# PLK1 PBD inh = qHTS for Inhibitors of PLK1-PDB (polo-like kinase 1 - polo-box domain): Primary Screen. Serine/threonine-protein kinase PLK1 (Homo sapiens), P53350. Plk1 PBD binding of FITC phosphopeptide, fluorescence polarization. Potency, µM, for inactives: max response, negative = inhibition, actives largely listed as inhibitors. 360,000 compounds, 2.8% hits; note: potency is the fitted concentration of half-maximal effect; series mostly up to about 57 µM; % is set by controls: 0 for no effect and ±100 for the full control effect; nearly all actives have a fitted effect of over 65% in size
# Target sequence (P53350 whole entry, looked up, the tested form may be a part): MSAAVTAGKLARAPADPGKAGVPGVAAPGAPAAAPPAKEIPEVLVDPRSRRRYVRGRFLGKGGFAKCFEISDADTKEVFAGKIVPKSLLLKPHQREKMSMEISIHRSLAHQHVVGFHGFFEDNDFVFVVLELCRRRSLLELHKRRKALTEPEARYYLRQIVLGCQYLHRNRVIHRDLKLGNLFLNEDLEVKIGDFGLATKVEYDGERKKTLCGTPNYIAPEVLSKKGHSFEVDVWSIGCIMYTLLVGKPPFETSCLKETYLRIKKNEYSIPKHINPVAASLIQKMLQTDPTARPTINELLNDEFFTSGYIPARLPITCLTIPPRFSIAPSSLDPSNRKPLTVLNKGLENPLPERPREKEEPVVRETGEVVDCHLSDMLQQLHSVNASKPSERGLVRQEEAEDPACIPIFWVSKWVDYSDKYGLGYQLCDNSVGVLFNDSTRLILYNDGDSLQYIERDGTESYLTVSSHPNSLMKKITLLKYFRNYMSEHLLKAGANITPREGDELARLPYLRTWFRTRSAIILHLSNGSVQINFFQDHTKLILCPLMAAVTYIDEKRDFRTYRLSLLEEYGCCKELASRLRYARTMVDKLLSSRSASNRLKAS
# PTHR1 ag = qHTS for PTHR1 Agonists: Primary Screen; AID 743266, 2014; Parathyroid hormone/parathyroid hormone-related peptide receptor (Homo sapiens), Q03431; HEK293 GP2 PTHR1 cells, GloSensor cAMP luminescence, 1 h; Potency, µM (highest dose often 115 µM), inactives show at the top dose activation, most hits filed as activators; 410,000 compounds, 0.075% hits; note: potency is the fitted concentration of half-maximal effect; nearly all actives have a fitted effect of over 55% in size; some results filed as inactive show a strong effect at the top dose; inactives centre near -15; many of its hits are not listed in these tables
#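 HEK-293-derived GP2 cells expressing PTHR1 and a GloSensor cAMP reporter, 3,000/well, plated overnight, given luciferin plus IBMX (each 0.5 mM as added) for 1 h at 37 °C, then compound for 1 h at 37 °C. Luminescence was read after 15 min at room temperature.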
# Starred values were filed as active, the others as inactive; i = inactive; ? = inconclusive; . = not tested or not shown; [ ] = another dose, or the depositor's remark. Unless noted, calls come from the whole dose curve; as a rule, active = well fitted curve in the direction sought with a large enough effect; inconclusive = small, poorly fitted or top-dose-only effect, or another doubt; inactive = no such curve, though single readings can be large; an effect the other way counts as inactive or inconclusive. These rows are one share of the data; count on the stated rates, not on these rows.
SMILES,EPAC1 agonist,PI5P4Ka inh,GLP-1R agonist,GLP1R inv ag,EPAC1 antagonist,HEK293 tox,IL-2 act,PLK1 PBD inh,PTHR1 ag
Cc1cc(C)cc(C(=O)OCC(=O)NC(=O)NC2CCCC2)c1,6.0%,8.1,-0.2%,?,-5.8%,-15.3%,-4.9,5.3%,-6.2%
COc1cccc2c1OCC(C(=O)Nc1nccs1)=C2,-1.6%,4.7,9.8%,15.3%,10.6%,-13.8%,1.2,-13.2%,-26.7%
COc1ccc(NC(=O)/C(N=Nc2cc(S(=O)(=O)Nc3ccc(OC)cc3)ccc2OC)=C(\C)O)cc1,-2.3%,-3.3,-4.0%,0.6%,-0.4%,0.9%,-0.2,3.7%,-20.3%
Cc1cc(N(C)C)cc(C)[n+]1[O-],10.3%,7.4,11.1%,8.9%,0.0%,-19.3%,0.1,-3.4%,?
COc1ccc(C(C)=O)cc1CC(=O)Nc1ccc2c(c1)CCC2,3.0%,-13.6,8.8%,13.9%,-6.6%,0.5%,-0.1,-12.4%,-2.5%
CCC1=NN2C(=N)/C(=C/c3cc(C)n(Cc4ccccc4)c3C)C(=O)N=C2S1,4.7%,4.4,-0.5%,-3.6%,-4.2%,8.6%,0.0,-26.7%,-11.6%
O=C(CN1C(=O)S/C(=C\c2ccccc2F)C1=O)NC1C=CS(=O)(=O)C1 (stereo not drawn),1.2%,0.8,-0.5%,32.3%[activator],9.7%,-14.8%,-3.1,-11.7%,-13.0%
CC(C)n1nnnc1SCC(=O)N1CCN(Cc2ccc3c(c2)OCCO3)CC1,15.2%,7.0,3.1%,22.0%,-7.0%,13.5%,1.4,-5.0%,-17.9%
O=C(NC1CCN(S(=O)(=O)c2ccccc2)CC1)c1ccc(F)cc1,12.1%,1.3,-4.6%,14.0%,8.7%,-6.1%,-0.2,-1.2%,-17.6%
Cc1c(NC(=O)CSc2ccccc2C(=O)Nc2cccnc2)c(=O)n(-c2ccccc2)n1C,1.4%,3.7,-0.8%,4.0%,14.9%,-16.0%,0.3,-5.9%,-7.4%[57.5 µM]
CCOc1ccc(/C=C/C(=O)c2ccccc2)cc1,16.7%,-29.8,4.9%,-26.8%,-4.0%,11.6%,0.1,-5.4%,-43.1%[inhibitor]
COc1ccccc1-n1c(-c2cccnc2)n[nH]c1=S,-0.4%,.,-0.8%,0.0%,2.1%,8.6%,-3.1,-11.9%,i
CCOc1ccc(-c2cc(N)n(S(=O)(=O)c3ccc(OC)cc3)n2)cc1,-10.3%,2.3,8.7%,?,-21.0%,-6.6%,-2.4,5.8%,-16.9%
Cc1ccc2c3c(c(SCC(=O)Nc4nonc4C)nc2c1)CCCC3,3.2%,.,-6.8%,2.6%,5.0%,7.2%,0.9,-14.4%,i
CCOc1ccccc1NC1=C(Cl)C(=O)N(Cc2ccccc2)C1=O,8.6%,3.4,4.2%,?,-6.3%,70.6%[activator],1.9,-15.6%,i
COC(=O)C1CCN(S(C)(=O)=O)CC1,1.7%,9.2,7.8%,8.2%,12.7%,-14.2%,2.3,-5.2%,i
CC12CCC(=O)N1C(C(=O)Nc1cc(C(F)(F)F)ccc1N1CCCCC1)CS2 (stereo not drawn),-0.5%,-7.4,1.0%,?,-8.9%,-3.2%,-1.2,-2.3%,-48.4%[inhibitor]
COC(=O)c1ccccc1NC(=O)CNC(=O)c1ccco1,2.7%,-2.3,-6.9%,-14.4%,1.5%,6.6%,0.0,-3.7%,i
C[C@@H]1CN([C@H](C)CO)C(=O)CCCn2cc(nn2)CO[C@H]1CN(C)C(=O)Nc1cccc(Oc2ccccn2)c1,-4.3%,-3.6,-2.3%,21.1%,9.6%,2.5%,-2.1,-15.7%,-16.0%
O=C(Nc1cc(C(F)(F)F)ccc1N1CCOCC1)c1ccc(Br)o1,3.6%,.,14.7%,0.3%,5.5%,-0.2%,-3.1,-1.9%,i
CCOC(=O)c1c(C)[nH]c(C(=O)OCC(=O)N(CC)c2c(N)n(Cc3ccccc3)c(=O)[nH]c2=O)c1C,7.8%,0.5,0.8%,3.6%,-36.0%,8.9%,0.2,-12.3%,-23.2%
Cc1cc(C)nc(N2CCC(C(=O)NCC3CCCCC3)CC2)n1,8.3%,2.0,4.4%,4.5%,-22.6%,3.5%,2.9,-16.3%,8.0%
Cc1cc2ccccc2n1CCNC(=O)c1ccccc1F,.,.,1.6%,-1.2%,.,1.9%,.,.,-7.5%
Cc1ccc(OCC(=O)Nc2cc(C(=O)O)cc(C(=O)O)c2)cc1C,14.0%,-55.0*,-0.3%,4.0%,5.6%,1.5%,-0.3,2.99µM*,i
Cc1ccc(-c2n[nH]c(=O)c3ccccc23)cc1S(=O)(=O)NCCN1CCOCC1,-4.2%,-0.3,11.6%,82.4%[activator],-2.0%,1.8%,-1.2,-1.9%,i
CC(C)c1ccc(NC(=O)C2Cc3c(-c4ccccc4Oc4ccccc4)ccnc3O2)cc1 (stereo not drawn),7.1%,7.7,-0.1%,?,1.8%,-2.1%,-0.1,-3.0%,i
O=C(O)CSc1nnc(CNc2ccc(Cl)cc2)n1Cc1ccccc1,-2.0%,-21.1,6.8%,-12.8%,-13.0%,-18.2%,-1.2,26.7µM*,-4.6%[57.5 µM]
N#Cc1ccccc1NC(=O)COc1ccccc1C(=O)Nc1ccccc1,5.9%,5.5,14.5%,?,?,-10.1%,-0.7,-3.4%,-30.0%[inhibitor]
COc1ccccc1N1CCN(c2ccnc3cc(Cl)ccc23)CC1,2.3%,21.1,5.5%,?,-23.6%,-19.4%,-0.6,1.0%,i
COc1ccc(N(CC(=O)Nc2ccc(C(N)=O)cc2)S(=O)(=O)c2ccc(C)c([N+](=O)[O-])c2)cc1,-13.1%,-7.2,4.7%,-0.7%,-1.1%,-0.2%,-0.3,-16.3%,-16.3%
COc1ccc(S(=O)(=O)CCC(=O)Nc2cc(C)ccc2OC)cc1,6.2%,-2.4,-1.9%,7.6%,-4.2%,0.6%,-0.1,-10.9%,i
CCN(CC)C(=O)N1CCc2ccccc2C1CN1C(=O)c2ccccc2C1=O (stereo not drawn),-2.6%,0.4,5.9%,?,13.4%,-16.6%,0.1,0.2%,-6.9%[57.5 µM]
Brc1ccc(C2=Nc3cccc4cccc(c34)N2)o1,-1.1%,-16.5,-16.3%,14.1%,8.9%,7.4%,0.0,-17.0%,-8.4%
O=C(CCN1C(=O)c2ccccc2C1=O)OCN1C(=O)c2ccccc2C1=O,7.2%,0.3,25.9%,6.9%,-15.5%,-2.2%,-2.1,-7.3%,i
CCCCc1ccc(NC(=S)Nc2ccc(Cl)c(S(=O)(=O)N(C)C)c2)cc1,-16.7%,0.3,-25.8%,?,?,-25.8%,0.9,?,-91.0%[inhibitor]
CCOC(=O)c1sc2nc(C)nc(SC(C)C(=O)N(C)c3ccccc3)c2c1C (stereo not drawn),0.8%,-6.2,-2.0%,?,-13.3%,-39.3%,0.8,-1.8%,-5.1%
Cc1csc(=O)n1CC(=O)OCC(=O)Nc1cc(Cl)ccc1[N+](=O)[O-],4.8%,0.4,-0.7%,9.5%,-20.4%,1.8%,1.3,-6.6%,-36.8%[inhibitor]
Cn1cc(S(=O)(=O)N2CCCCCC2)cc1C(=O)NCc1ccccc1Cl,.,.,5.5%,?,.,1.1%,.,.,-0.9%
C=CCNc1nc(Nc2ccc(OC)cc2OC)nc(OCC)n1,1.9%,-3.0,3.9%,3.1%,7.4%,-6.4%,-0.9,-29.3%,-3.6%[57.5 µM]
CNC(=S)N(Cc1ccco1)Cc1cc2cc(OC)c(OC)cc2[nH]c1=O,2.0%,0.4,13.9%,2.6%,-1.1%,9.1%,4.3,-14.7%,i

# Reprinted from the part before: three entries, followed by the next part.
SMILES,EPAC1 agonist,PI5P4Ka inh,GLP-1R agonist,GLP1R inv ag,EPAC1 antagonist,HEK293 tox,IL-2 act,PLK1 PBD inh,PTHR1 ag
Cn1cc(S(=O)(=O)N2CCCCCC2)cc1C(=O)NCc1ccccc1Cl,.,.,5.5%,?,.,1.1%,.,.,-0.9%
C=CCNc1nc(Nc2ccc(OC)cc2OC)nc(OCC)n1,1.9%,-3.0,3.9%,3.1%,7.4%,-6.4%,-0.9,-29.3%,-3.6%[57.5 µM]
CNC(=S)N(Cc1ccco1)Cc1cc2cc(OC)c(OC)cc2[nH]c1=O,2.0%,0.4,13.9%,2.6%,-1.1%,9.1%,4.3,-14.7%,i
Nc1c(-c2ccc(Cl)cc2)cnc2ncnn12,2.6%,-0.2,-6.0%,0.2%,0.0%,-29.7%,-2.7,-0.8%,i
O=C(NC(=S)Nc1ccc(S(=O)(=O)N2CCCC2)cc1)c1cccs1,12.3%,-10.9,-4.7%,-17.6%,-8.8%,-6.1%,-4.0,-8.9%,i
COC(=O)[C@H](CCSC)NC(=O)Cn1cc(C)c(=O)[nH]c1=O,15.1%,-0.9,4.4%,8.1%,-6.7%,-4.4%,0.8,-1.5%,-20.6%
CCCOc1c(Br)cc(C(=O)OCC(=O)NC2CC2)cc1OC,-1.6%,12.0,4.4%,-0.1%,8.1%,-3.6%,-3.8,-0.8%,i
CCc1ccc(NC(=O)NC(C)c2ccc3c(c2)OCO3)cc1 (stereo not drawn),-18.2%,-2.0,1.2%,?,-12.1%,-1.1%,-2.7,-1.4%,-32.9%[inhibitor]
